Screens deposited in PubChem by Johns Hopkins Ion Channel Center.
CHT PAM – human CHT allosteric activation; Q9GZV3; CHT-expressing cells, membrane potential dye, choline EC20; hits give high values; LV-AA mutant CHT in HEK293 cells; B-score at 10 µM; 310,000 tested, 0.49% active; AID 488977;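 active means initial fluorescence not abnormally high and integrated response B-score, plate-corrected, over 3 SD above library mean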
Target sequence (Q9GZV3 whole entry, looked up): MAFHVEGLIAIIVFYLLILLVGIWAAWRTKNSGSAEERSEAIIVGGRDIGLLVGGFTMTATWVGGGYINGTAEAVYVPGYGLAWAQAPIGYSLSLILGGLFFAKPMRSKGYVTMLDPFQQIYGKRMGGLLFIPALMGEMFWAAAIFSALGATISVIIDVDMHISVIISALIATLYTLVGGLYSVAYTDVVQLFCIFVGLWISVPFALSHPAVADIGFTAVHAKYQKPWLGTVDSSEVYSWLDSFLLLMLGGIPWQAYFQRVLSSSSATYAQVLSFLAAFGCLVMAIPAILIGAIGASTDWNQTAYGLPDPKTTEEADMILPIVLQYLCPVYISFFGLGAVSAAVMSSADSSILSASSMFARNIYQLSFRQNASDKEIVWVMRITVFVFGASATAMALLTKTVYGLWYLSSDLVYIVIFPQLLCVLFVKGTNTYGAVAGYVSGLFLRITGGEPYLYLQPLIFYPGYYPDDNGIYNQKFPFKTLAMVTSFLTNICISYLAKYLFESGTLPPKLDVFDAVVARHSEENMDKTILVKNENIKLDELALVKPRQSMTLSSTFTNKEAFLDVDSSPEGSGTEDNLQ
CHT inh – inhibitors of human choline transporter CHT; Q9GZV3; CHT-expressing cells, membrane potential dye, choline response; hits give low values; B-score at 10 µM; 310,000 tested, 0.86% active;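 active means B-score over 3 SD under the library average, and starting fluorescence ratio not unusually high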;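 further: choline stimulus applied at its EC90 after an EC20 pre-addition; B-score computed on integrated fluorescence ratio after choline addition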
* marks the source's active call; other numbers are inactive results; i = inactive.

SMILES	CHT PAM	CHT inh
CNC(=O)c1sccc1Oc1ccc(F)cc1[N+](=O)[O-]	i	i
C=CCN1C(=O)OC2(CCCCC2)C1(C)O (stereo not given)	i	i
O=C(Nc1nnc(-c2ccc3c(c2)OCCO3)o1)C1CCCCC1	i	i
Cn1cc(CN2CCC(C(=O)Nc3cccc(-c4cccc(F)c4)c3)CC2)cn1	i	i
O=C(Cn1cc(C(=O)c2ccco2)c2ccccc21)NCc1ccco1	i	i
Cc1ccc(N(C(C)C(=O)Nc2ccc(S(=O)(=O)N3CCOCC3)cc2)S(C)(=O)=O)cc1 (stereo not given)	i	i
COc1ccccc1NC(=O)NCC1(N(C)C)CCCCC1	i	i
OCC[C@H]1C[C@H](O)[C@@H](O)[C@@]2(CCc3ccccc3O2)O1	i	i
CCc1ccc(-c2nc(CSCC(=O)NCCCN3CCCC3=O)c(C)o2)cc1	i	i
COc1ccccc1OCC(=O)c1[nH]c(C)c(C(C)=O)c1C	i	i
Cc1ccc(-c2csc3ncnc(Nc4ccc(C(=O)O)cc4)c23)cc1	i	i
Cn1c(=O)cc(SCC(=O)NCCCN2CCN(c3ccc(F)cc3)CC2)c2ccccc21	i	i
Cc1cccc(NCc2nc(SCC(=O)Nc3ccccc3)n[nH]2)c1	i	i
COc1ccc(CNC(=O)C/C(C)=N/NC(=O)c2ccc(OC)cc2OC)cc1	i	i
CCN1C(=O)/C(=C\C=C2/C=CC=CN2CC)SC1=S	i	i

Four entries from above in another layout.
O=C(Cn1cc(C(=O)c2ccco2)c2ccccc21)NCc1ccco1
  CHT PAM: i; CHT inh: i

Cc1ccc(N(C(C)C(=O)Nc2ccc(S(=O)(=O)N3CCOCC3)cc2)S(C)(=O)=O)cc1 (stereo not given)
  CHT PAM: i; CHT inh: i

COc1ccccc1NC(=O)NCC1(N(C)C)CCCCC1
  CHT PAM: i; CHT inh: i

OCC[C@H]1C[C@H](O)[C@@H](O)[C@@]2(CCc3ccccc3O2)O1
  CHT PAM: i; CHT inh: i

(continued)
SMILES	CHT PAM	CHT inh
CC(C)c1ccc(OCC(O)CN2CCN(c3ccccn3)CC2)cc1 (stereo not given)	i	i
COc1ccccc1NC(=O)C(C)Nc1ccc(C)c(Cl)c1 (stereo not given)	i	i
c1cncc(CSc2ccc(-c3cccs3)nn2)c1	i	i
CCCCOc1ccc(NC2=NC3(CCCC3)N=C(N)N2)cc1	i	i
N#C/C(=C/c1ccc(-c2ccc(C(=O)O)c(Cl)c2)o1)C(=O)NCC1CCCO1 (stereo not given)	i	i
CSc1nnc2c(n1)OC(c1cn(C)c3ccccc13)N(C(C)=O)c1ccccc1-2 (stereo not given)	i	i
c1ccc(CCN(Cc2ccccc2)C2CCN(C3CCCC3)CC2)cc1	i	i
N#CC1=C(N)Oc2n[nH]c(-c3cccs3)c2C1C1CCCCC1 (stereo not given)	i	i
Fc1ccc(-c2ccnc3nc(N4CCN(c5ccccc5)CC4)nn23)cc1	i	i
C#Cc1ccc([C@@H]2C=C(C(=O)NC3CC3)O[C@H](OCCCCO)C2)cc1	i	i
Cc1ccc(C(=O)N2CCN(c3ccc([N+](=O)[O-])cc3-n3cccc3)CC2)cc1	i	i
O=c1[nH]c(-c2ccncc2)nc2ccccc12	i	i
Cc1onc(-c2c(Cl)cccc2Cl)c1C(=O)N1CCN(c2ccccc2F)CC1	i	i
Cc1ccc(-c2nnn(CC(=O)N(CCO)C(C(=O)NC3CCCC3)c3ccc(F)cc3)n2)o1 (stereo not given)	i	i
CC(C)CN1C(=O)C(=Nc2cccnc2)c2ccccc21	i	i
CCCc1cc(C(=O)NCc2ccccc2)no1	i	i
Cn1nnnc1NCc1c(F)cccc1Cl	i	i
CCOC(=O)Cc1cc(=O)n2[nH]c(-c3ccc(C)cc3)cc2n1	i	i
COc1ccc(OCCSc2nnc(Cc3cccc4ccccc34)n2N)cc1	i	i
CCOC(=O)C(C)Sc1nc(-c2ccco2)cc(C(F)(F)F)c1C#N (stereo not given)	i	i
CC(=O)Oc1ccc(C(c2ccc(OC(C)=O)cc2)c2ccccn2)cc1	i	i
Cc1ccc(NC(=S)N=Nc2c(O)n(C)c3ccc(S(=O)(=O)N4CCOCC4)cc23)cc1C	i	i
CCN(C(=O)CSc1nc2ccccc2c(=O)n1CCOC)C1CCS(=O)(=O)C1 (stereo not given)	i	i
Cc1cccc(-c2nc(-c3ccncc3)no2)c1	i	i
CN(C(=S)NC(=O)c1ccc(Cl)cc1)C1CCCCC1	i	i
O=C(N/N=C/c1cn(-c2ccccc2)nc1-c1cccs1)c1ccccc1F	i	i
CC1(C)[C@@H](O)CC[C@]2(C)C3C(O)C=C4[C@H]5C[C@@](C)(C(=O)O)CC[C@]5(C)CC[C@]4(C)[C@]3(C)CC[C@@H]12 (stereo not given in full)	i	i
C/C(=N\NC(=S)NCc1ccccc1)c1ccc(C#N)cc1	i	i
COc1cccc2c1OC1(C)CC2NC(=O)N1c1cccc(C(=O)Nc2ccc3c(c2)OCCO3)c1 (stereo not given)	i	i
N#CCC(=O)N/N=C/c1cc([N+](=O)[O-])ccc1N1CCOCC1	i	i

Two entries drawn at random from the list so far:
SMILES	CHT PAM	CHT inh
CN(C(=S)NC(=O)c1ccc(Cl)cc1)C1CCCCC1	i	i
C/C(=N\NC(=S)NCc1ccccc1)c1ccc(C#N)cc1	i	i

More records follow.
SMILES	CHT PAM	CHT inh
COc1ccc(CN/C=C2\CCCCC2=O)cc1	i	i
COc1ccc(CN2C(=O)c3cccnc3C2=O)cc1S(=O)(=O)N1CC(C)CC(C)C1 (stereo not given)	i	i
Cc1sc2c(c1C)C(=O)/C(=C\Nc1ccncc1)S(=O)(=O)N2C	i	i
Cc1c(C(=O)Nc2ccccc2C(=O)N2CCCC2)cccc1[N+](=O)[O-]	i	i
Cc1c(Nc2cc(N3CCCCCC3)c3nonc3c2[N+](=O)[O-])c(=O)n(-c2ccccc2)n1C	i	i
O=C(N/N=C/c1coc2ccc(Cl)cc2c1=O)c1ccncc1	i	i
CC1(C)OC(=O)C(=CNC(=O)c2c(F)cccc2F)C(=O)O1	i	i
Cc1cccc(NC(=S)N/N=C/c2cccc(O)c2)c1C	i	i
COC(=O)c1ccccc1NC(=S)NC(NC(=O)c1ccccc1[N+](=O)[O-])C(Cl)(Cl)Cl (stereo not given)	i	i
CC(=O)C1C(c2ccccc2)c2c(noc2C)CC1(C)O (stereo not given)	i	i
Cn1c(=NC(=O)c2cnccn2)sc2ccccc21	7.8*	i
Cc1ccc(C23CC4CC(CC(C(=O)NC(C)C(=O)O)(C4)C2)C3)cc1 (stereo not given)	i	i
COC(=O)c1ccc(NC(=O)CC2C(=O)N(C)C(=S)N2Cc2ccc(S(N)(=O)=O)cc2)cc1 (stereo not given)	i	i
Cc1ccccc1-c1nn[nH]n1	i	i
CCn1c(SCc2nc3ccccc3s2)nc2cc(S(=O)(=O)N3CCOCC3)ccc21	i	i
CCN(CCCn1c(=S)[nH]c2ncccc2c1=O)c1ccccc1	i	i
Cc1onc(-c2ccccc2Cl)c1C(=O)Nc1sc2c(c1C(N)=O)CCC(C)C2 (stereo not given)	i	i
CCOc1cc(C(=O)Oc2cc(C)[nH]c(=O)c2[N+](=O)[O-])cc(OCC)c1OCC	i	i
COc1cccc(OC)c1C(=O)N1CCN(C(=O)c2ccc(-c3ccccc3)cc2)CC1	i	i
COc1cc(OC)c(NC(=O)c2cccc(F)c2)cc1Cl	i	i
CC(C)C(C)NC(=O)Cn1cnc2c(oc3ccccc32)c1=O (stereo not given)	i	i
CCCc1c(C(=O)N/N=C/c2cccc3ccccc23)nnn1-c1nonc1N	i	i
CC(C)(/C=N/O)/[N+]([O-])=C/C=[N+](\[O-])C(C)(C)/C=N/O	i	i
COc1ccc(-n2nnnc2SCC(=O)c2ccc(O)c(O)c2)cc1	i	i
CC(C)[C@@H](N)C(=O)NCC1CCC(C(=O)N[C@@H](Cc2ccccc2)C(=O)O)CC1 (stereo not given in full)	i	i
Cc1nnc(NC(=O)C2CCCN2S(=O)(=O)c2ccc(Cl)cc2)s1 (stereo not given)	i	i
c1cncc(-c2nnc(-c3ccco3)o2)c1	i	i
CCOC(=O)C(CC)n1cnc2c(nnn2-c2ccc(OC)cc2)c1=O (stereo not given)	i	i
Cc1cccc(OCC(=O)N/N=C\c2cccn2C)c1C	i	i
CCCC(=O)N1CCc2[nH]c3ccccc3c2C1	i	i
CCOc1ccc(NC(=O)C2CCCN2S(=O)(=O)c2ccc3c(c2)C(C)(C)C(=O)N3C)cc1 (stereo not given)	i	i
O=S(=O)(Cc1noc(-c2ccc(OC(F)(F)F)cc2)n1)c1ccc(F)cc1	i	i
O=C(CCSc1nc(-c2ccco2)cc(C(F)(F)F)n1)N1CCN(c2ccccn2)CC1	i	i
O=C(CC1SC(=Nc2ccc(OC(F)F)cc2)N(CCC2=CCCCC2)C1=O)Nc1ccccc1F (stereo not given)	i	i
Cc1ccc(C(=O)Nc2ccc3c(c2)OCO3)cc1Cl	i	i
CC(C)n1c(SCc2ccccc2F)nc2c1c(=O)n(C)c(=O)n2C	i	i
O=c1c2cc(NC(=S)NCc3cccnc3)ccc2nc2n1CCCCC2	i	i
CN1CCN(C(=O)c2ccccc2-c2ccccc2C(=O)O)CC1	i	i
N#CC1=C(N)OC2=C(C(=O)CCC2)C1c1ccoc1 (stereo not given)	i	i
Cc1c(C(=O)NC(=S)Nc2ccc3c4c(cccc24)CC3)cccc1[N+](=O)[O-]	i	i
Cc1ccnn1CC(=O)N/N=C/c1ccco1	i	i
COc1ccccc1CNC(=O)[C@@H](NC(=O)C1CCN(C(=O)[C@@H]2CCCN2)CC1)C(C)C	i	i
O=C(/C=C/Nc1ccccc1C(F)(F)F)c1ccco1	i	i
CCCCOC(=O)c1ccc(NC(=O)CSC2=Nc3ccccc3C3CC=NN23)cc1 (stereo not given)	i	i
CCC(c1nnnn1C1CCCC1)N(Cc1cccs1)Cc1cc2cccc(C)c2[nH]c1=O (stereo not given)	i	i
CCOC(=O)c1cc2occc2n1CC(=O)N1CCOCC1	i	i
Cc1ccc(CC2SC(N)=NC2=O)cc1 (stereo not given)	i	i
Clc1ccc(CSc2cc3c(nn2)-c2ccccc2CC3)cc1Cl	i	i
Cc1cc(OCc2nc3ccccc3s2)ccc1N	i	i
CCCn1nnnc1NCc1ccc(N(C)C)cc1	i	i
COc1ccc(CCNC(=O)C2CCN(C(=O)c3ccc(Br)cc3)CC2)cc1OC	i	i
COc1ccc(CC(=O)O/N=C(\N)c2ccc(OC)cc2)cc1	i	i
CCOc1ccc(CCNC(=O)COC(=O)COc2ccccc2C)cc1OCC	i	i
Cc1cccc(N2CCN(Cc3nc(-c4cccc(Cl)c4)oc3C)CC2)n1	i	i
O=c1[nH]c2ccc(Cl)cc2c(-c2ccccc2)c1N1CCN(CCO)CC1	i	i
Cc1c(C(=O)N(Cc2ccccc2Cl)C2CCS(=O)(=O)C2)oc2ccccc12 (stereo not given)	i	i
O=C(NCc1ccco1)NC12CC3CC(CC(C3)C1)C2	i	i
CCN(CC)C(=O)CSc1nc2ccccc2c(=O)n1CCC(=O)NCCc1ccc(OC)c(OC)c1	i	i
CCSc1nnc(NC(=O)Cc2ccc(OC)cc2)s1	i	i
CC(C)(C)OC(=O)N1Cc2ccccc2C[C@H]1C(=O)N1CCC[C@H]1C(=O)O	i	i
Going on with the list.
SMILES	CHT PAM	CHT inh
Cc1cccc(OCC(=O)Nc2ccc3c(c2)OCCO3)c1	i	i
O=S(=O)(NC1CC1)c1ccc(S(=O)(=O)N2CCC3(CC2)OCCO3)cc1	i	i
COc1ccc(OC)c(NC(=O)C2CCCN(S(=O)(=O)c3cccc4cccnc34)C2)c1 (stereo not given)	i	i
O=C(N/N=C1\CCc2ccccc21)c1ccccc1O	i	i
CC1CCN(S(=O)(=O)c2cccc(C(=O)NCc3cccs3)c2)CC1	i	i
Cc1ccc(C)c(N2CCN(c3ccc([N+](=O)[O-])cn3)CC2)c1	i	i
S=c1[nH]nc(-c2ccc(Cl)cc2)n1/N=C/c1ccco1	i	i
O=C(C1CCN(c2nc(-c3ccccc3)nc3c2CCC3)CC1)N1CCC(O)CC1	i	i
CCOC(=O)c1[nH]c2ccc(F)cc2c1NC(=O)CCN1CCSCC1	i	i
Cc1csc(NC(=O)CSc2nnc(-c3ccoc3C)n2Cc2ccco2)n1	i	-5.3*
CC(C)(C)S(=O)(=O)c1cnc2c(-c3ccsc3)cnn2c1N	i	i
O=[N+]([O-])c1ccc(/C=C/C2=NN(c3ccccc3)C(c3ccco3)C2)cc1 (stereo not given)	15*	i
O=C1C=CCC(/C=C/c2ccccc2)O1 (stereo not given)	i	i
O=Cc1c(OCc2ccccc2)ccc2ccccc12	i	i
Cc1ccc(C)c(NS(=O)(=O)c2cc(C(=O)Nc3ccccc3-c3ccccc3)ccc2Cl)c1	i	i
Cc1cccc(NC(=S)N(C)Cc2cn(C)c3ccccc23)c1	i	i
O=C(NCC1CCCO1)c1cc(S(=O)(=O)N2CCCC2)c(Cl)cc1Cl (stereo not given)	i	i
CN(C)CCn1c2c(c(SCC(=O)Nc3cccc(C(F)(F)F)c3)nc1=O)CCCC2	i	i

No new results follow: entries from further up.
SMILES	CHT PAM	CHT inh
Cc1cccc(OCC(=O)Nc2ccc3c(c2)OCCO3)c1	i	i
O=S(=O)(NC1CC1)c1ccc(S(=O)(=O)N2CCC3(CC2)OCCO3)cc1	i	i

Random draw from the library; 1.4% or so of the library scored in one or more.
